Compound activity from PubChem BioAssay.
UHRF1 binding = UHRF1 methyl-DNA binding inhibition; UHRF1 binding to methylated oligo, TR-FRET; inhibition, % at 4.4 µM; 0.75% of 370,000 active; AID 687016; in the data active = inhibition above about 21%;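 also: UHRF1 SRA domain binding a hemimethylated CpG hairpin DNA probe; 0% = median of test compound wells and 100% = reference inhibitor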
rCAG RNA binder = r(CAG) repeat RNA binding | TO-PRO-1 dye displacement fluorescence | inhibition, % at 3 µM | 1.3% of 370,000 active | AID 651821;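 active = inhibition above the plate cutoff, the mean of all test compounds on that plate plus 3 SD, cut at about 35% in these data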;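 also: 0% = DMSO alone and 100% = 100 µM mitoxantrone as full dye displacement; higher means more dye released from RNA so lower well fluorescence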
mABHD4 FP = inhibitors of mouse ABHD4; Q8VD66; purified mABHD4, FP-Rh probe fluorescence polarization; inhibition, % at 8.92 µM; 0.54% of 370,000 active; AID 720543;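 active = inhibition exceeding the mean over every tested compound plus 3 SD, cut at about 30% in these data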;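 also: 0% = plate median of compound wells and 100% = S159A mutant with DMSO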
Target sequence (Q8VD66 whole entry, looked up): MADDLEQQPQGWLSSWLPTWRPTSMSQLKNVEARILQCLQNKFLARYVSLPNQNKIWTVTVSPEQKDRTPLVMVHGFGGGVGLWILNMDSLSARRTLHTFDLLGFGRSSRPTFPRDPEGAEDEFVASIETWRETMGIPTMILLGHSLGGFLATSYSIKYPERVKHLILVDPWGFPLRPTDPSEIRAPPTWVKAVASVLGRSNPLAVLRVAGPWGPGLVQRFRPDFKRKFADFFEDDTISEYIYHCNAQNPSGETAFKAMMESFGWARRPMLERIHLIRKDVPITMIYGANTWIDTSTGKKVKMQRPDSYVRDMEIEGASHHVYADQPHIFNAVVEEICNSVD
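assay system = mABHD4 protein | compound dosing = single nominal dose of 8.92 µM, 0.89% DMSO final | read-out basis = percent inhibition of probe binding, normalized to plate controls | schedule = Enzyme–compound pre-incubation 45 min, then probe 60 min, both 25 °C | detection = fluorescence polarization, excitation 525 nm, emission 598 nm, BODIPY TMR filters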
GC-B act = GC-B (human) receptor activation | P20594 | activation, % at 10 µM | HEK293-GC-B cells, CNP EC30, cGMP TR-FRET; 0% at EC30 CNP, 100% saturating CNP | 0.11% of 370,000 active;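 active = activation at 10 µM reaching about 35% in either raw or pattern-adjusted values, limit read from the data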
HTRA1 inh = inhibitors of human serine peptidase HTRA1. inhibition, % at 5.96 µM. recombinant HTRA1, FP-rhodamine activity-based probe, fluorescence polarization. 0.5% of 340,000 active; in the data active = inhibition above about 36%;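 also: 0% = enzyme with DMSO and 100% = wells lacking enzyme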
GC-A act = GC-A (human) enzyme activation | P16066 | HEK293 GC-A cells, cGMP TR-FRET, EC30 ANP; 0% at EC30 ANP, 100% saturating ANP | activation, % at 10 µM | 0.14% of 370,000 active; in the data active = activation above about 40%
SIAE primary = human SIAE inhibition, primary screen; inhibition, % at 9.66 µM; 0.69% of 370,000 active; SIAE FP-Rh probe binding, fluorescence polarization;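 active = inhibition above a cutoff: mean of compounds within the control limits plus 3 SD of those, cut at about 17% in these data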;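 also: 0% = plate median of compound wells and 100% = probe without SIAE protein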
TCR-CD3 inh = human TCR-CD3 binding inhibition. TAMRA-labeled TCR probe fluorescence, biochemical. inhibition, % at 9.4 µM. 0.37% of 360,000 active. AID 651800; in the data active = inhibition above about 19%;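 also: recombinant mutant TCR 2C K166C tagged with TAMRA read by polarization; 0% = receptor in buffer alone and 100% = receptor with positive control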
MBD2 inh = inhibitors of human MBD2 binding to methylated oligonucleotide. inhibition, % at 4.4 µM. TR-FRET. AID 686964. 0.31% of 370,000 active. Q9UBB5; in the data active = inhibition above about 13%
PRMT1 FP inh = PRMT1 (human) inhibition, primary screen. Q99873. recombinant PRMT1, activity-based probe fluorescence polarization. inhibition, % at 2.79 µM. 1.3% of 370,000 active;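 active = inhibition above about 21% made by adding two undisclosed values, limit read from the data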
Target sequence (Q99873 whole entry, looked up): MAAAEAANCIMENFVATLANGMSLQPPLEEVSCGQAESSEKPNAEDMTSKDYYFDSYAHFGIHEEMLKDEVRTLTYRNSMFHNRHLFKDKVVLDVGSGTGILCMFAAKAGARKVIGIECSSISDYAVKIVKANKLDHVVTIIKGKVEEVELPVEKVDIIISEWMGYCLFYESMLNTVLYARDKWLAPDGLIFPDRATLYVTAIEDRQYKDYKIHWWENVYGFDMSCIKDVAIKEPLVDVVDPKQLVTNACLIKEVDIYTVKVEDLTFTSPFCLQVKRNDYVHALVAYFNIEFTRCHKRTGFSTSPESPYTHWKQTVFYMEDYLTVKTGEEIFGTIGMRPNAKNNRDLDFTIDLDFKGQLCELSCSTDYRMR
Starred values were filed as active, the others as inactive; . = no result given. Only part of the results is shown; rates above refer to the full screens.

item	SMILES	UHRF1 binding	rCAG RNA binder	mABHD4 FP	GC-B act	HTRA1 inh
1	O=C(O)COc1ccccc1/C=N/n1c(C2CCCCC2)n[nH]c1=S	-1	0	3	2	0
2	C[C@H]1CN([C@@H](C)CO)C(=O)c2cccc(NC(=O)Nc3ccc(C(F)(F)F)cc3)c2O[C@@H]1CN(C)Cc1ccc(Cl)c(Cl)c1	-3	7	-54	4	-80
3	COC(=O)c1cc(=O)n(-c2ccccc2)c(=Nc2ccccc2)s1	1	1	-5	10	-6
4	CCCCN1C(=N)N([C@@H](C)CN2CCC[C@H]2CN2C(N)=NC[C@H]2CC(C)C)C[C@H]1Cc1ccccc1	2	10	6	-1	4
5	CCOC(=O)c1c(C)[nH]c(C)c1C(=O)COC(=O)c1ccc(S(=O)(=O)N(CC)CC)cc1	0	3	-6	-1	-17
6	CC(C)(C)OC(=O)N1CCC(C(=O)NNC(=O)c2ccc(Cl)cc2Cl)CC1	1	-5	-1	3	-2
7	CCOC(=O)c1ccc(NC(=O)C2(c3ccccc3)CCCC2)cc1	0	-5	-13	-2	-41
8	COc1ccc(OC)c(C2=NNC(=NCc3ccc4c(c3)OCO4)SC2)c1	-7	7	8	-6	-19
9	CC(OC(=O)CCc1nc(=O)c2ccccc2n1C)C(=O)NCc1ccc2c(c1)OCO2 (stereo unspecified)	-1	-2	1	8	-3
10	CC1CCCCC1NC(=S)NC(=O)c1ccccc1Br (stereo unspecified)	-2	-1	-5	-2	1
11	COc1ccc(CNC(=O)CC2Sc3ccccc3NC2=O)cc1 (stereo unspecified)	3	-7	-2	-6	8
12	O=C(COc1ccc2ccc(=O)oc2c1)Nc1cccc(S(=O)(=O)N2CCCCC2)c1	0	2	-3	2	-6

item	GC-A act	SIAE primary	TCR-CD3 inh	MBD2 inh	PRMT1 FP inh
1	-2	-1	-4	2	-1
2	-4	-49	11	3	2
3	11	0	1	0	1
4	4	8	5	-2	-1
5	2	-2	4	1	0
6	-1	0	-2	2	1
7	-5	6	0	4	-4
8	3	5	4	1	3
9	-3	2	5	-4	0
10	-2	-4	3	-1	0
11	-3	3	0	0	1
12	0	-10	5	1	-4

More results follow.
item	SMILES	UHRF1 binding	rCAG RNA binder	mABHD4 FP	GC-B act	HTRA1 inh
13	COC(=O)C[C@H]1C[C@@H]2c3cc(NS(=O)(=O)c4cccc(OC)c4)ccc3O[C@@H]2[C@@H](CO)O1	-2	3	-4	1	-3
14	COc1cccc(C(=O)N2CCN=C2SC)c1	4	0	-5	3	4
15	CN(C)S(=O)(=O)c1cc(NC(=O)COC(=O)c2ccc3c(c2)OCO3)ccc1Cl	1	4	-10	1	-3
16	NC(=O)c1cc(Sc2ccccc2)nc2ccccc12	3	-1	-2	2	3
17	CC(=O)c1ccccc1NC(=O)CC1(CC(=O)O)CCCCC1	0	0	-4	-4	0
18	O=c1[nH]c(C2CCN(S(=O)(=O)c3ccccc3)CC2)nc2c1nnn2Cc1c(F)cccc1Cl	3	12	-20	0	-52
19	Cc1nc2ccccc2c2oc(C(=O)N3CC(C)CC(C)C3)cc12 (stereo unspecified)	1	-8	4	3	-6
20	CCc1ccc(Nc2nc3ccccc3c(=O)s2)cc1	-2	2	-2	2	-6
21	CCC(=O)Nc1cccc(NC(=S)NC(=O)c2cccc(C)c2)c1	0	6	1	5	-21
22	Cc1ccc2nc(-c3cccc(S(=O)(=O)N4CCCC4)c3)cn2c1	2	-2	2	-2	-4
23	O=C(Nc1ccccc1)N1CCN(CCc2ccccc2)CC1	-2	-7	-1	5	11
24	Cn1c(Oc2cccnc2CN2CCCC2)nc2cc(-c3cccc(C(F)(F)F)c3)sc2c1=O	-3	14	-10	-7	.

item	GC-A act	SIAE primary	TCR-CD3 inh	MBD2 inh	PRMT1 FP inh
13	-2	2	-5	3	-2
14	-5	-3	-2	-1	5
15	-3	-9	2	-2	2
16	-2	2	1	0	-4
17	1	-5	-2	-2	-5
18	-3	-18	-8	3	5
19	5	3	2	0	-3
20	-1	3	3	-1	-1
21	2	-10	-8	5	-3
22	-2	8	-1	-5	0
23	0	-2	5	-3	0
24	8	-19	7	1	-3

More compounds.
item	SMILES	UHRF1 binding	rCAG RNA binder	mABHD4 FP	GC-B act	HTRA1 inh
25	O=C1NC(=O)/C(=C\c2ccccc2OCc2cccc([N+](=O)[O-])c2)N1	-4	6	-6	-9	-7
26	O=C(NCCc1ccc(Cl)cc1)c1ccc(NC2=NC3CS(=O)(=O)CC3S2)cc1 (stereo unspecified)	-2	-1	7	3	4
27	CSCCC(NC(=O)c1ccco1)C(=O)OC(C)C(=O)NC(=O)NC1CCCCC1 (stereo unspecified)	-1	-9	2	-13	-14
28	Cc1cc(NC(=O)CCCC(=O)OCC(F)(F)C(F)F)cc(C)c1C(=O)O	-2	4	5	4	2
29	CCN1CCN(c2ccc(S(=O)(=O)N3CCOCC3)cc2NC(=O)/C=C/c2ccc(C)cc2)CC1	-1	-5	0	-5	-1
30	CCCc1cn(-c2ccc3c(c2)[C@]2(CC(=O)N(C)C2c2ccccc2)C(=O)N3CC(C)C)nn1 (stereo partly specified)	0	0	2	3	.
31	Cc1nc(C(=O)NCCO)cc2c1[nH]c1ccccc12	-2	2	0	-2	-1
32	Cc1ccc(NC(=O)[C@H](C)NC(=O)C2CCN(C(=O)[C@@H](N)C(C)C)CC2)cc1	0	-2	7	3	9
33	CCN(CC)S(=O)(=O)c1ccc(OC)c(NC(=O)CSCc2c(C)noc2C)c1	2	5	2	0	-2
34	CC1=C(O)C(=O)C(c2c(C)cc(C)c(Br)c2C)=C(O)C1=O	0	25	79*	-4	84*
35	Cc1cc(NC(=O)CSc2nc(N)c(NC(=O)c3ccc(F)c(F)c3)c(=O)[nH]2)no1	2	-3	5	1	-3
36	COc1ccc(-c2cnc(C(O)c3ccc(-c4ccccc4)cc3)[nH]2)cc1 (stereo unspecified)	-1	6	5	3	.

item	GC-A act	SIAE primary	TCR-CD3 inh	MBD2 inh	PRMT1 FP inh
25	-15	-6	4	1	0
26	-1	-2	-10	-7	2
27	-6	6	14	-3	-2
28	2	4	4	2	2
29	-7	-1	3	-3	1
30	1	4	.	5	0
31	1	2	-1	-7	-4
32	2	5	-2	1	0
33	-1	-1	0	-2	2
34	-1	16	23*	-5	25*
35	-2	1	4	2	-3
36	1	2	4	0	-1

Remaining list, next part.
item	SMILES	UHRF1 binding	rCAG RNA binder	mABHD4 FP	GC-B act	HTRA1 inh
37	O=C(Cn1ncc2c3ccccc3n(Cc3cccc(Cl)c3)c2c1=O)NCC1CCCO1 (stereo unspecified)	-3	4	1	-1	-7
38	Nc1cc(S(=O)(=O)N2CCOCC2)ccc1Oc1ccc(F)cc1	-2	0	-6	4	-5
39	CN(C)/C=C1\C(=O)NN=C1c1ccccc1	-1	4	4	0	-1
40	CC1CCN(C(=O)COC(=O)c2cccs2)CC1	1	1	-7	2	2
41	CCC(C)NC(=O)CCn1c(-c2ccc(F)cc2)cc(C(C)=O)c1C (stereo unspecified)	1	-6	-2	0	-1
42	COC(=O)C(CCSC)NC(=O)CNC(=O)C1CCCCC1 (stereo unspecified)	-2	-1	-1	-2	2
43	CCOC(=O)N1CCN(C(=O)C2CCN(S(=O)(=O)c3ccc(Cl)cc3)CC2)CC1	0	-4	3	-3	1
44	CN1CCCC(OC(=O)c2cc(Cl)ccc2Cl)C1 (stereo unspecified)	2	-1	2	6	0
45	COc1ccc(-c2cc(=Nc3ccc(C(=O)O)cc3)c3cc(C)ccc3o2)cc1	-2	2	-2	-1	-6
46	CCOc1cc(/C=N/Nc2nc3ccccc3[nH]2)cc(Br)c1OCC(=O)N(C)C	-4	9	28	-10	6
47	NC(N)=N/N=C/c1cc([N+](=O)[O-])ccc1O	-14	3	2	-4	8
48	CCCc1cc(-c2nc(N)ncc2-c2csc(C)n2)c(O)cc1OC	-3	-2	-9	-9	6

item	GC-A act	SIAE primary	TCR-CD3 inh	MBD2 inh	PRMT1 FP inh
37	-21	-5	-1	2	-5
38	4	2	6	-1	-1
39	-1	-4	0	0	6
40	0	-5	3	-7	-3
41	-4	4	2	2	2
42	0	0	3	-2	-1
43	1	5	6	1	-2
44	1	2	-4	4	-2
45	0	-5	1	-5	-6
46	-10	24*	-3	4	1
47	0	1	-2	-8	2
48	-17	3	4	0	-3

Reformatted field by field: entries from further up
#43 CCOC(=O)N1CCN(C(=O)C2CCN(S(=O)(=O)c3ccc(Cl)cc3)CC2)CC1
  UHRF1 binding: 0	rCAG RNA binder: -4	mABHD4 FP: 3	GC-B act: -3	HTRA1 inh: 1	GC-A act: 1	SIAE primary: 5	TCR-CD3 inh: 6	MBD2 inh: 1	PRMT1 FP inh: -2
#44 CN1CCCC(OC(=O)c2cc(Cl)ccc2Cl)C1 (stereo unspecified)
  UHRF1 binding: 2	rCAG RNA binder: -1	mABHD4 FP: 2	GC-B act: 6	HTRA1 inh: 0	GC-A act: 1	SIAE primary: 2	TCR-CD3 inh: -4	MBD2 inh: 4	PRMT1 FP inh: -2

Going on with the list:
item	SMILES	UHRF1 binding	rCAG RNA binder	mABHD4 FP	GC-B act	HTRA1 inh
49	COc1ccc(NC(=S)NC(=O)c2ccc(Br)o2)cc1	-1	1	0	-6	-10
50	[O-]C(=C(C(=S)Nc1cccc2ccccc12)[n+]1cccc(CO)c1)c1ccc(Cl)s1	-4	15	30*	8	9
51	Cc1ccc(Oc2nc3c(C)cccn3c(=O)c2/C=C(\C#N)C(N)=O)cc1	3	1	4	-3	1
52	COc1ccc(NC(=O)CN(C)C(=O)c2ccc3ccccc3c2)cc1	2	-2	-2	-2	-7
53	COc1cc(OC)cc(N(C(=O)c2ccco2)C(C(=O)NC2CCCC2)c2ccc(N(C)C)cc2)c1 (stereo unspecified)	-3	2	-1	-24	1
54	COc1cc(NC(=O)c2cnc(NCc3ccccc3)nc2C)cc(OC)c1OC	2	0	-14	-1	-3
55	Cc1cccc(NC(=O)N2C3CCCC2CC(NC(=O)C(C)(C)C)C3)c1 (stereo unspecified)	1	-3	-1	4	2

item	GC-A act	SIAE primary	TCR-CD3 inh	MBD2 inh	PRMT1 FP inh
49	2	-2	-1	0	-2
50	-1	5	0	-6	19
51	2	1	8	2	-2
52	0	-5	-10	4	-2
53	-8	2	-7	3	3
54	1	-3	-9	-6	1
55	0	-6	5	4	4
